Bioassay records: PubChem BioAssay, several laboratories
Vc quorum ag: inducers of Vibrio cholerae quorum light production without autoinducers, primary screen, BH1578 luxS cqsA deficient, single point. activation, % at 18.7 µM. V. cholerae BH1578 lux reporter, luminescence, 6 h. 350,000 compounds, 0.16% hits; in the data active = activation mostly above about 9.7%, no sharp cut-off; also: not every result past the cut was called active; inactives centre near 0; reference of the scale not given here
Yp Topo-I inh: Yersinia pestis topoisomerase I inhibitors, primary screen, biochemical, cleavage product accumulation, plate reader, single point; DNA topoisomerase I (Yersinia pestis CO92); Y. pestis Topo-I cleavage product accumulation; activity, % at 10 µM; 360,000 compounds, 0.064% hits; in the data active = activity above about 50%, passing the limit was not always enough; also: inactives centre near 2
DUSP3 inh: VHR1 phosphatase inhibitors, primary screen, biochemical, absorbance, uHTS | recombinant VHR phosphatase, pNPP absorbance | 290,000 compounds, 0.52% hits | inhibition, % at 13.3 µM | AID 1654, 2009; in the data active = inhibition above about 50%; also: some compounds called inactive have numbers as strong as hits
Rv3671c protease: Rv3671c serine protease inhibitors, primary screen, biochemical, fluorescence polarization, M. tuberculosis H37Rv | P9WHR9 | inhibition, % at 5.96 µM | 320,000 compounds, 0.048% hits | AID 2606, 2010; in the data active = inhibition above about 38%;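 also: extracellular domain of Rv3671c used as enzyme; 0% = enzyme with DMSO and 100% = no enzyme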
MazF activator: activators of E. coli MazEF toxin-antitoxin RNase, primary screen, biochemical, fluorescence, uHTS | Endoribonuclease toxin MazF (Escherichia coli (strain K12)), P0AE70 | FAM/BHQ RNA-DNA oligo cleavage fluorescence, 5 h | activation, % at 20 µM | 350,000 compounds, 0.32% hits; in the data active = activation above about 50%
PriA SSB inh: inhibitors of Klebsiella pneumoniae PriA binding to SSB C-terminal tail, primary screen, biochemical, AlphaScreen; 430,000 compounds, 0.6% hits; AID 1272365, 2023; AlphaScreen SSBct-PriA binding, biotinylated peptide; PriA–SSB C-terminal tail interaction (Klebsiella pneumoniae); inhibition, % at 33 µM; in the data active = inhibition mostly above about 37%, no sharp cut-off; inactive = mostly below about 20%;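 also: plate controls were negative control peptide for no effect and reference peptide for full effect; strong numbers were not always called active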
CCHF vOTU inh: CCHFV vOTU protease inhibitors, primary screen, biochemical, Pep-AMC substrate, fluorescence | Crimean-Congo hemorrhagic fever virus L polyprotein viral ovarian tumor (vOTU) protease … | inhibition, % at 11.5 µM | 370,000 compounds, 0.55% hits; in the data active = inhibition above about 30%; also: 0% = vehicle wells with enzyme and 100% = no enzyme wells
TcdB GH inh: TcdB glycohydrolase inhibitors, primary screen, biochemical, single point, plate reader; AID 652162, 2013; 350,000 compounds, 0.24% hits; TcdB glycohydrolase enzymatic assay; inhibition, % at 9.99 µM; Toxin B (Clostridioides difficile), P18177; in the data active = inhibition above about 10%
SARS 3CLpro inh: SARS-CoV 3CLpro protease inhibitors, primary screen, biochemical, quenched FRET; Replicase polyprotein 1ab (Severe acute respiratory syndrome coronavirus), P0C6X7; AID 1706, 2009; inhibition, % at 6 µM; recombinant SARS-CoV 3CLpro, quenched FRET peptide cleavage; 290,000 compounds, 0.14% hits; in the data active = inhibition above about 12%
PrPC TRFRET: inhibitors of human cell surface prion protein PrPC, primary screen, cell-based, TR-FRET; Major prion protein (Homo sapiens), P04156; 370,000 compounds, 0.43% hits; TR-FRET read-out; inhibition, % at 13.8 µM; AID 720596, 2013; in the data active = inhibition above about 24%; also: 0% = median of the test wells and 100% = reference compound wells
Active calls of the source: *; i = inactive; . = not tested or not shown.

SMILES	Vc quorum ag	Yp Topo-I inh	DUSP3 inh	Rv3671c protease	MazF activator	PriA SSB inh	CCHF vOTU inh	TcdB GH inh	SARS 3CLpro inh	PrPC TRFRET
CCN(CCCNC(=O)CCn1c(=O)[nH]c2ccccc2c1=O)c1ccccc1	-2.1	3	0	4	2	-12	8	.	4	2
COc1cccc(C(=O)N(C)CC(=O)Nc2cccc3ccccc23)c1	i	3	.	-2	3	-3	6	-0.1	.	2
N[C@@H](Cc1ccc(N(CCCl)CCCl)cc1)C(=O)O	-0.5	-14	.	-9	3	5	-2	0.4	.	5
CN(C)CCCN=Cc1c(O)n(CCc2ccccc2)c(=O)[nH]c1=O	i	-1	23	-2	-40	-11	0	.	0	-6
COc1ccc(CC2(CO)CCN(Cc3ccncc3)CC2)cc1	i	2	10	-2	0	1	-2	-0.1	0	-3
O=C(Cc1ccccc1F)NNC(=O)c1cccs1	i	-2	.	3	1	0	-8	-0.3	.	13
Cc1ccc(F)cc1C(=O)N1CCCC(c2cc(C(=O)NCc3ccc(F)cc3)no2)C1 (configuration not stated)	0.4	24	.	.	.	.	-2	1.1	.	7
Cc1cc(N=Nc2ccc3ccccc3c2)ccc1O	1.7	-2	26	4	-4	27	6	2.4	4	0
CC(=O)N/C(=C\c1ccccc1)C(=O)OC(C)C(=O)Nc1ccccc1F (configuration not stated)	-0.3	2	.	5	0	-7	-8	1.1	.	3
CCCNc1nc2c(c(=O)[nH]c(=O)n2C)n1Cc1ccc(F)cc1	-0.3	-1	-6	-9	8	-5	1	-0.2	-6	1
CC1(C(=O)O)Cc2ccccc2C(=O)O1 (configuration not stated)	1.5	5	0	-4	-4	-3	-10	.	1	-7
CCOC(=O)c1cc2c(nc1C)-c1cc(Cl)cc(Cl)c1OC2O (configuration not stated)	-0.3	-2	7	-4	4	-3	-9	-1.2	3	-4
NC(=O)c1cc([N+](=O)[O-])ccc1NCCc1ccccc1	-0.3	3	11	.	1	13	7	-0.1	-1	-2
C=C(C)CN(CC)C(=O)CSc1nc(O)cc(=O)n1C1CCCC1	1.4	2	18	-3	-24	-22	0	3.2	-1	2
C/C(=N\NC(=O)CNC(=O)c1ccco1)c1ccc(Br)cc1	-3.1	6	-32	-5	16	.	0	1.0	-6	-2
O=C1CC(c2ccc(F)cc2)Cc2nc(NCC3CCCO3)ncc21 (configuration not stated)	i	5	34	2	4	-1	-1	.	-4	-10
O=C(NCc1ccc2c(c1)OCO2)c1cc(=O)[nH]c2ccccc12	i	-5	7	11	-4	-6	7	-0.3	5	-6
Cc1ccc(S(=O)(=O)N2CCCCC2)cc1C(=O)NCCN1CCOCC1	-3.5	0	.	5	3	-7	-4	-0.3	.	5
CCn1cc(C2=NOC(C(=O)Nc3c(C)nn(Cc4ccc(F)cc4)c3C)C2)c(C)n1 (configuration not stated)	-0.3	0	5	.	5	-7	1	2.6	4	4
Cc1nn(CC#N)c(=O)n1-c1ccc(Cl)cc1	-0.3	-4	4	-1	2	-13	-7	0.4	-4	-3
Cc1ccc(NC(=O)c2cc(S(=O)(=O)N(C)C)ccc2N2CCCC2)cc1S(=O)(=O)N(C)C	i	10	.	8	1	4	-5	0.3	.	44*
CCOC(=O)C1CCCN(C2CC(=O)N(c3cccc(C(F)(F)F)c3)C2=O)C1 (configuration not stated)	i	-10	4	-7	8	-4	-1	.	4	-3
C=CCn1c(NCc2ccc(OC)cc2O)nc2ccccc21	-0.4	-14	-6	4	12	0	-12	0.3	-1	4
Cc1ccc(S(=O)(=O)N2CCN(S(=O)(=O)N3CCCCCC3)CC2)cc1	-1.7	1	22	-3	23	-10	-12	-0.9	4	-1
c1ccc2c(c1)CSc1ccccc1C2C1=NCCN1 (configuration not stated)	-0.3	4	2	3	-5	9	-15	.	-4	-4
N#CCC(=O)Nc1ccc(C(=O)Nc2cccc(S(N)(=O)=O)c2)cc1	-0.5	-11	23	-30	-1	7	3	-0.8	1	-3
Clc1ccccc1-c1nn2c(Cn3cnc4ccccc43)nnc2s1	i	-4	11	2	2	-9	6	.	1	0
COc1cccc(-c2nc(N3CCCC3)c3ccccc3n2)c1O	-0.6	7	5	-4	14	-4	-3	1.0	3	-5
Cc1ccc(C)c(OCC(=O)NNC(=O)CSC(=S)N2CCCC2)c1	-2.0	8	.	-8	0	-8	-5	1.2	.	0
Cc1ccc(Cl)cc1N1CCN(C(=O)Cc2csc(Nc3nc(=S)[nH]c4ccccc34)n2)CC1	-0.4	4	-22	3	-46	8	-17	-0.3	-1	-1
COc1ccc(CNc2cc(C)nc3ccc(OC)cc23)cc1	-0.3	-5	1	0	4	-4	-2	1.8	-11	0
CCN(CC)c1ccc(/C=C(\C#N)C(=O)c2ccc(Br)cc2)cc1	-0.2	26	4	-48	-662	-60	-2	.	-2	0
COc1ccc(S(=O)(=O)NCC(c2ccc3c(c2)OCO3)N2CCOCC2)cc1 (configuration not stated)	i	-9	.	-8	6	-12	-7	-0.2	.	-4
O=C(Nc1ccc(Cl)cc1)N1CCC(c2nc(-c3cccs3)no2)CC1	i	1	22	-4	-2	-22	-2	.	8	6
O=C(CCN1C(=O)CSc2ccccc21)Nc1cccc(C(F)(F)F)c1	0.0	11	.	-5	8	4	10	1.7	.	2
CC(SCc1ccccc1)C(=O)Nc1ccccc1F (configuration not stated)	i	-5	21	-1	0	-20	6	-0.3	-2	-3
CN(C(=O)Cn1cc(C(F)(F)F)ccc1=O)c1c(N)n(Cc2ccccc2)c(=O)[nH]c1=O	-0.4	15	12	1	0	-2	-1	-1.1	3	-4
Cc1cc(C(=O)CC#N)c(C)n1CC(F)(F)F	-0.4	-7	-17	2	6	-2	5	.	6	0
CC1CN(C(=O)N2c3ccccc3Sc3ccccc32)CC(C)O1 (configuration not stated)	i	44	1	9	-3	7	7	.	-6	5
O=C(NCc1ccco1)c1c(F)c(F)c(F)c(C(=O)NCc2ccco2)c1F	-1.3	1	16	-2	10	-3	-8	.	4	3
CSc1ccc(C(=O)N2CCC(n3nccc3NC(=O)C3CC3)CC2)cc1	-0.4	-4	6	-1	4	9	-9	-0.6	-3	2
Cc1cccc(C)c1NC(=O)CS(=O)CC(=O)NC1CCN(Cc2ccccc2)CC1 (configuration not stated)	-0.1	1	14	-8	3	-19	9	.	4	5
Cc1cc(Nc2cccc(Cl)c2C)n2ncnc2n1	-0.2	7	4	3	-3	-9	5	0.2	-4	2
Cc1ccc(-c2nc(NC(=O)CSc3nnc(C)s3)ns2)cc1	-0.4	25	-12	10	5	7	1	0.8	-1	0
COc1ccc(Cn2c(=O)oc3ccccc32)cc1F	i	10	-3	2	6	20	6	-12	-2	4
COc1cc(NC(C)CCCN)c2ncccc2c1Oc1ccccc1 (configuration not stated)	-0.3	-9	-1	-15	12	16	30*	.	0	4
COc1ccc(C(=O)N/N=C/C(Br)=C/c2ccccc2)cc1	-0.1	1	-27	-10	30	.	7	.	-2	2
CCSc1ccccc1C(=O)Nc1cc(C)on1	1.4	3	1	3	1	-4	-7	.	2	4

16 of the compounds above, with two lines to a compound:
Values run as follows: Vc quorum ag | Yp Topo-I inh | DUSP3 inh | Rv3671c protease | MazF activator | PriA SSB inh | CCHF vOTU inh | TcdB GH inh | SARS 3CLpro inh | PrPC TRFRET
COc1ccc(S(=O)(=O)NCC(c2ccc3c(c2)OCO3)N2CCOCC2)cc1 (configuration not stated)
    i | -9 | . | -8 | 6 | -12 | -7 | -0.2 | . | -4
O=C(Nc1ccc(Cl)cc1)N1CCC(c2nc(-c3cccs3)no2)CC1
    i | 1 | 22 | -4 | -2 | -22 | -2 | . | 8 | 6
O=C(CCN1C(=O)CSc2ccccc21)Nc1cccc(C(F)(F)F)c1
    0.0 | 11 | . | -5 | 8 | 4 | 10 | 1.7 | . | 2
CC(SCc1ccccc1)C(=O)Nc1ccccc1F (configuration not stated)
    i | -5 | 21 | -1 | 0 | -20 | 6 | -0.3 | -2 | -3
CN(C(=O)Cn1cc(C(F)(F)F)ccc1=O)c1c(N)n(Cc2ccccc2)c(=O)[nH]c1=O
    -0.4 | 15 | 12 | 1 | 0 | -2 | -1 | -1.1 | 3 | -4
Cc1cc(C(=O)CC#N)c(C)n1CC(F)(F)F
    -0.4 | -7 | -17 | 2 | 6 | -2 | 5 | . | 6 | 0
CC1CN(C(=O)N2c3ccccc3Sc3ccccc32)CC(C)O1 (configuration not stated)
    i | 44 | 1 | 9 | -3 | 7 | 7 | . | -6 | 5
O=C(NCc1ccco1)c1c(F)c(F)c(F)c(C(=O)NCc2ccco2)c1F
    -1.3 | 1 | 16 | -2 | 10 | -3 | -8 | . | 4 | 3
CSc1ccc(C(=O)N2CCC(n3nccc3NC(=O)C3CC3)CC2)cc1
    -0.4 | -4 | 6 | -1 | 4 | 9 | -9 | -0.6 | -3 | 2
Cc1cccc(C)c1NC(=O)CS(=O)CC(=O)NC1CCN(Cc2ccccc2)CC1 (configuration not stated)
    -0.1 | 1 | 14 | -8 | 3 | -19 | 9 | . | 4 | 5
Cc1cc(Nc2cccc(Cl)c2C)n2ncnc2n1
    -0.2 | 7 | 4 | 3 | -3 | -9 | 5 | 0.2 | -4 | 2
Cc1ccc(-c2nc(NC(=O)CSc3nnc(C)s3)ns2)cc1
    -0.4 | 25 | -12 | 10 | 5 | 7 | 1 | 0.8 | -1 | 0
COc1ccc(Cn2c(=O)oc3ccccc32)cc1F
    i | 10 | -3 | 2 | 6 | 20 | 6 | -12 | -2 | 4
COc1cc(NC(C)CCCN)c2ncccc2c1Oc1ccccc1 (configuration not stated)
    -0.3 | -9 | -1 | -15 | 12 | 16 | 30* | . | 0 | 4
COc1ccc(C(=O)N/N=C/C(Br)=C/c2ccccc2)cc1
    -0.1 | 1 | -27 | -10 | 30 | . | 7 | . | -2 | 2
CCSc1ccccc1C(=O)Nc1cc(C)on1
    1.4 | 3 | 1 | 3 | 1 | -4 | -7 | . | 2 | 4

Next part.
SMILES	Vc quorum ag	Yp Topo-I inh	DUSP3 inh	Rv3671c protease	MazF activator	PriA SSB inh	CCHF vOTU inh	TcdB GH inh	SARS 3CLpro inh	PrPC TRFRET
CCN(C(=O)C1CCCN(c2ncnc3c2nc2n3CCCCC2)C1)c1cccc(Cl)c1 (configuration not stated)	-0.3	31	5	-1	4	-14	-9	-0.6	1	10
COc1ccc(NC(=O)CSc2nnc(-c3ccncc3)n2C)cc1	0.5	7	12	7	-8	-6	-3	0.3	-3	8
O=C(c1ccc(S(=O)(=O)N2CCCC2)cc1)N(Cc1ccco1)C1CCS(=O)(=O)C1 (configuration not stated)	i	-1	19	6	-17	0	-8	1.1	-1	-9
O=C(NC(=S)Nc1ccc(N2CCCCC2)cc1)c1cccs1	2.0	0	10	-1	-15	68	9	.	-2	9
COC(=O)c1ccc2c(=O)[nH]c(COC(=O)c3cccc(S(=O)(=O)N4CCOCC4)c3)nc2c1	-9.3	2	.	-7	1	0	4	1.8	.	-4
Cc1nnc(NC(=O)c2ccc3c(c2)C(=O)N(CC2CCCO2)C3=O)s1 (configuration not stated)	-0.3	3	0	10	3	-4	11	0.7	4	9

The list is partial. The share of hits here may be higher or lower than overall.
